Compound activity from PubChem BioAssay.
PLC-beta3 inh: PLC-beta3 (human) inhibition, primary screen | Q01970 | Purified PLC-beta3, fluorogenic substrate, fluorescence | inhibition, % at 12.2 µM | 370,000 tested, 0.18% active; in the data active = inhibition above about 11%;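 note: 0% = median of compound wells on plate and 100% = full blocker control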
Target sequence (Q01970 whole entry, looked up): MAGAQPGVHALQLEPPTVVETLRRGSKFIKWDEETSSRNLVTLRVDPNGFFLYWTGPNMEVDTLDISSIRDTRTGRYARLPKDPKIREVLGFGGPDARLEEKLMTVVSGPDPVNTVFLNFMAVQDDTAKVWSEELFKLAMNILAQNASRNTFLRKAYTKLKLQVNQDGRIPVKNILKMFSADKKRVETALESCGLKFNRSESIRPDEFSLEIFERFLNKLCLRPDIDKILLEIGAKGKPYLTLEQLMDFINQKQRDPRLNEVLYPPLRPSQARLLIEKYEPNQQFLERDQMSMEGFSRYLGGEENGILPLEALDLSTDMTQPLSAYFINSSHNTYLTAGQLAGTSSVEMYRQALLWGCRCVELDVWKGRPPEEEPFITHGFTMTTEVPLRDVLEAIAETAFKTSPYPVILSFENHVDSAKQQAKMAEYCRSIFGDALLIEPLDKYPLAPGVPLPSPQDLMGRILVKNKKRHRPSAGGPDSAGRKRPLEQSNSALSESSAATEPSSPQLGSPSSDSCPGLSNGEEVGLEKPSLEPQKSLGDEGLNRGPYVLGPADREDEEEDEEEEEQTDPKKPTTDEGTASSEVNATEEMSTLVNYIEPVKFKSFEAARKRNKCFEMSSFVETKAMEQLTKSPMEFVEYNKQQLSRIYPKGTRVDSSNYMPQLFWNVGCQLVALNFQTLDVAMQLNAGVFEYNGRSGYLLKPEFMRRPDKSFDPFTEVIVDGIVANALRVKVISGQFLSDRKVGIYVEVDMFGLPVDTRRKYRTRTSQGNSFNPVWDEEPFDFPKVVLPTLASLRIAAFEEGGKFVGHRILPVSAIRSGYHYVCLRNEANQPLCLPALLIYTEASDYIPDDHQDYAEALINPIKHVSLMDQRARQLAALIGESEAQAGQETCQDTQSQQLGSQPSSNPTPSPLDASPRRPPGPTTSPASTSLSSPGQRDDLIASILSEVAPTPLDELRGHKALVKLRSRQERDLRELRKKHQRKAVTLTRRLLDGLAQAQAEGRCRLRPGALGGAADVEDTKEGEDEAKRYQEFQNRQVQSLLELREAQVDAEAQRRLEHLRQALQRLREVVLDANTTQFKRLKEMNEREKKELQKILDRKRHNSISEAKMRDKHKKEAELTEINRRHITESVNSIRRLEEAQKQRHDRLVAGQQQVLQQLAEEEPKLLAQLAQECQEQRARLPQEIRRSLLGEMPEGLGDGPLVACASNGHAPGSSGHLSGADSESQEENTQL
ADAM10 inh: inhibitors of human ADAM10 | inhibition, % at 7 µM | AID 720582 | recombinant ADAM10, EDANS/DABCYL FRET peptide cleavage, 3 h | 370,000 tested, 0.62% active | O14672;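 active = inhibition above a per-campaign cutoff equal to the mean of compounds falling between control-based bounds plus 3 SD, cut at about 20% in these data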;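 note: 0% = DMSO wells while the 100% control is not disclosed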
PLC-gamma1 inh: PLC-gamma1 (human) inhibition, primary screen; purified PLC-gamma1, fluorogenic substrate, fluorescence; inhibition, % at 12.2 µM; 370,000 tested, 0.84% active; AID 720700; in the data active = inhibition above about 9.5%
hgDAF-12 ag: activates the H. glycines DAF-12 receptor ligand-binding domain; HEK293 GAL4-hgDAF12 UAS-luciferase reporter, agonist luminescence; normalized to butyrate control; activation, % at 6.8 µM; 370,000 tested, 1.8% active; AID 687014;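 active = activation above a cutoff set at the mean of all screened compounds plus 3 SD, cut at about 10% in these data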;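 note: 0% = DMSO wells and 100% = sodium butyrate wells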
DAX1 inh-1: blocks DAX1 repression of SF-1 activated StAR promoter; AID 652010; inhibition, % at 6.8 µM; 370,000 tested, 1.1% active; HEK293T StAR-luciferase reporter, SF-1/DAX-1 repression relief;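 active = inhibition above the mean over all tested compounds plus 3 SD, cut at about 3.6% in these data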;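 note: 0% = DAX-1 cells with DMSO and 100% = cells lacking DAX-1 with DMSO; higher inhibition means more luminescence from relief of DAX-1 repression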
HGIII-sPLA2 inh: Blocks human group III sPLA2 activity | QFRET BODIPY PC-A2 liposome hydrolysis, fluorescence | 370,000 tested, 0.56% active | inhibition, % at 12.2 µM;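 active = inhibition above mean plus 3 SD of compounds lying within the high and low control bounds, cut at about 19% in these data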;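 note: 0% = median of test compound wells and 100% = no enzyme DMSO wells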
ssDAF-12 act: activators of S. stercoralis DAF-12 nuclear receptor; 370,000 tested, 1% active; HEK293 ssDAF-12/GRIP1 lit1-tk-luc reporter, luminescence; % of 3 µM dafachronic acid response; activation, % at 6.8 µM;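 active = activation above the mean over all tested compounds plus 3 SD, cut at about 0.9% in these data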;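 note: 0% = DMSO-only wells and 100% = 3 µM delta7-dafachronic acid wells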
ADAM17 inh: inhibits human ADAM17; P78536; recombinant ADAM17, EDANS/DABCYL FRET peptide cleavage; inhibition, % at 6.95 µM; 370,000 tested, 0.83% active; AID 720648;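 active = inhibition above the mean of compounds lying between control limits plus 3 SD, set per campaign, cut at about 8.5% in these data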;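 note: 0% = DMSO-only wells as the low control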
hcDAF-12 act: H. contortus DAF-12 activation, primary screen; HEK293 hcDAF-12 lit1-tk-luc reporter, luminescence; 0% DMSO, 100% Δ7-dafachronic acid; 370,000 tested, 1.4% active; AID 652067; activation, % at 6.8 µM;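 active = activation above the mean of all tested compounds plus 3 SD, cut at about 5.5% in these data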;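 note: 100% = response to 3 µM Δ7-dafachronic acid high control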
GAA850 FXN act: frataxin GAA850 promoter activation; activation, % at 6 µM; HEK293 lucGAA850 FXN promoter luciferase reporter, 24 h; percent of 10 µM SAHA response; AID 540364; 360,000 tested, 0.56% active;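 active = activation above the average of all compounds screened plus 3 SD, cutoff fixed separately per campaign, cut at about 7.5% in these data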;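 note: 0% = DMSO wells and 100% = 10 µM SAHA wells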
DAX1 inh-2: NR0B1 (DAX1) inhibition | P51843 | inhibition, % at 6.75 µM | HEK293 Gal4-DAX1 luciferase reporter, luminescence | AID 504766 | 340,000 tested, 0.99% active;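 active = inhibition above the mean over all tested compounds plus 3 SD, cut at about 4.2% in these data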;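 note: 0% = DAX1-transfected cells with DMSO and 100% = empty-vector control cells with DMSO; inhibition shows as a rise in luminescence from relieved DAX1 repression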
An asterisk follows results filed as active; i = inactive; / = no result given.

SMILES	PLC-beta3 inh	ADAM10 inh	PLC-gamma1 inh	hgDAF-12 ag	DAX1 inh-1	HGIII-sPLA2 inh	ssDAF-12 act	ADAM17 inh	hcDAF-12 act	GAA850 FXN act	DAX1 inh-2
O=C(c1ccco1)N1CCN(C(=O)C2CC(c3ccc(Cl)cc3)=NO2)CC1 (configuration not stated)	-1	-10	-2	-2.2	-0.3	2	-1.7	-4	-1.5	-1.0	-0.7
COc1ccc2c(c1)[C@H]1[C@H](CO2)[C@H](c2ccccc2)[C@]2(C)C(=O)Nc3ccc(C)cc3C(=O)N12	-8	28*	-3	3.6	0.8	8	-0.4	0	-1.1	-7.4	-1.0
c1ccc(Cn2c(Nn3cnnc3)nc3ccccc32)cc1	-1	5	3	-1.8	-0.8	2	-1.4	-5	0.0	0.6	-0.7
Cc1cc(C)c(C(=O)Nc2ccc(Br)c(C(F)(F)F)c2)c(C)c1	2	11	6	-2.1	-1.1	5	-1.6	4	-2.2	1.8	-0.8
COc1nc(-c2ccccc2)c2cc(C)ccc2n1	-407	i	-348	-2.5	-1.5	-2	-1.0	-213	1.4	1.9	-1.4
COc1ccccc1C(=O)OC1CCCN(C)C1 (configuration not stated)	-6	-1	2	2.1	0.2	4	-0.3	-3	1.0	0.2	-0.8
CCCC(=O)n1nc(-c2cccnc2)nc1NCc1cccs1	3	1	1	1.6	-1.2	-2	-1.7	-2	0.3	1.2	-0.4
Cc1c(NS(=O)(=O)c2ccc(N)cc2)c(=O)n(-c2ccccc2)n1C	0	-7	2	0.8	0.2	2	-1.4	-2	0.2	0.4	-1.2
O=C(O)c1cn(-c2ccc(F)cc2)c2cc(Cl)c(F)cc2c1=O	-10	-5	-6	1.6	-0.5	-8	-1.4	-2	-1.5	2.1	1.1
COc1ccc(CCCC(=O)Nc2ccccc2F)cc1	-1	7	0	8.0	1.2	11	-0.6	4	0.0	-0.2	0.1
O=C(Cn1nnc2ccccc21)c1cccc([N+](=O)[O-])c1	0	5	-1	-2.0	0.0	-50	-1.8	0	-1.4	-0.8	0.3
CCCCc1ccc(-c2ccc(Br)cc2O)nc1	2	12	3	2.6	1.2	7	-0.2	-1	0.8	7.1	-0.1
COCCNC(=O)CSC1=N/C(=C/c2ccc(Cl)c(Cl)c2)C(=O)N1c1ccccc1F	-151	-93	-119	-5.1	-1.6	-4	-1.8	-30	-4.6	5.5	-0.9
Cc1ccc(S(=O)(=O)CCC(=O)NCc2ccc(Cl)cc2)cc1	2	7	7	3.9	0.2	1	-1.2	4	3.5	0.8	0.2
O=C(C1CCC(C(=O)N2CCCCC2)CC1)N1CCCCC1 (configuration not stated)	0	1	0	-1.8	0.0	4	-0.9	-1	1.4	1.9	-0.5
CCCCCN1CCCCC(NC(=O)C(C)CCC)C1=O (configuration not stated)	2	-6	1	2.7	0.1	3	-1.2	-4	0.2	/	/
N#Cc1nc(-c2ccc(F)cc2)oc1NCc1cccc2c1OCO2	-377	-276	-282	1.1	-0.2	10	-1.3	-61	-0.2	0.8	0.0
O=C(Nc1ccccc1)c1cccc(N2CCCC2=O)c1	4	-6	0	12*	0.2	1	-1.0	-2	2.2	4.1	0.3
CC1CC(C)CN(c2nc3c(c(=O)[nH]c(=O)n3C)n2CCCSc2nc3ccccc3s2)C1 (configuration not stated)	2	8	3	-1.5	-0.4	5	-1.1	5	-0.6	-0.4	1.8
CC(C)CN1C(=O)[C@]2(CC(=O)N(C)C2c2ccccc2)c2cc(-n3cc(CCc4ccccc4)nn3)ccc21 (some centres not stated)	2	-6	0	4.9	-1.0	1	-0.8	-3	-1.6	/	/

Reformatted with two lines to a compound: 2 of the compounds above.
Values run as follows: PLC-beta3 inh, ADAM10 inh, PLC-gamma1 inh, hgDAF-12 ag, DAX1 inh-1, HGIII-sPLA2 inh, ssDAF-12 act, ADAM17 inh, hcDAF-12 act, GAA850 FXN act, DAX1 inh-2
O=C(Nc1ccccc1)c1cccc(N2CCCC2=O)c1
 : 4, -6, 0, 12*, 0.2, 1, -1.0, -2, 2.2, 4.1, 0.3
CC1CC(C)CN(c2nc3c(c(=O)[nH]c(=O)n3C)n2CCCSc2nc3ccccc3s2)C1 (configuration not stated)
 : 2, 8, 3, -1.5, -0.4, 5, -1.1, 5, -0.6, -0.4, 1.8

More structures.
SMILES	PLC-beta3 inh	ADAM10 inh	PLC-gamma1 inh	hgDAF-12 ag	DAX1 inh-1	HGIII-sPLA2 inh	ssDAF-12 act	ADAM17 inh	hcDAF-12 act	GAA850 FXN act	DAX1 inh-2
CCOc1ccc(CN2CCN(Cc3cccn3-c3ncccn3)CC2CCO)cc1 (configuration not stated)	-11	-10	1	0.5	0.7	-3	-0.6	-5	0.4	0.2	1.2
O=C(Nc1ccc(O)cc1)/C(=C/c1ccco1)NC(=O)c1ccccc1	-7	-7	2	-4.4	-0.1	5	-1.6	-2	-1.1	-1.7	3.1
Cc1cc(C)n(-c2ccc(Cl)c(C(=O)O)c2)n1	-2	4	5	-0.4	0.4	2	-1.7	2	0.0	0.8	-0.2
O=C(NC(=O)c1cnccc1C(F)(F)F)Nc1ccccc1	-10	-8	0	0.0	-0.1	12	-1.3	-6	-1.6	0.6	0.5
CC(=O)CC(c1ccccc1)S(=O)(=O)c1ccc([N+](=O)[O-])cc1 (configuration not stated)	1	-6	7	-2.0	0.4	3	-1.1	0	-2.2	-0.6	0.8
CCOC(=O)C1CCN(C(=O)Nc2cc(Cl)cc(Cl)c2)CC1	-3	1	2	-0.3	-0.2	-6	-1.3	-2	-1.5	1.2	-1.0
COc1cc(Nc2cc(C)nc3ncnn23)cc(OC)c1	-3	-4	0	-5.3	1.0	-1	-1.0	-2	-0.8	-2.7	0.3
Cc1ccc(NC(=O)c2cc(N3C(=O)CCC3=O)ccc2N2CCCCC2)cc1	0	-2	-1	-1.5	0.5	-5	-1.5	0	0.6	0.2	0.9
CCCCCCCOC(=O)c1nc(Cl)c(Cl)c(N)c1Cl	4	16	1	1.8	-0.5	-12	-1.1	6	0.1	2.8	-1.4
CCNC(=O)/C(C#N)=C/c1c(N2CCN(c3ccccc3)CC2)nc2ccccn2c1=O	-232	i	-173	-0.6	0.1	14	-1.2	-280	0.1	2.2	2.1
CS(=O)(=O)N1CCC[C@]2(CC[C@H](CCC#N)O2)C1	-1	-3	2	1.7	0.8	6	-0.7	-2	-1.0	/	/
O=C(O)c1cc(-c2ccc(O)cc2)on1	-22	-8	-16	-2.5	-0.4	-23	-1.4	-1	-2.3	0.4	0.0
O=C(NC1CCCCC1)C1CCC(=O)N(C2CC2)C1 (configuration not stated)	-4	-16	0	1.4	1.0	7	-0.7	-7	0.7	1.3	1.2
O/N=C/c1nc2cc(Cl)ccc2o1	-10	-5	-4	-1.4	0.6	-6	0.0	-5	1.5	0.4	2.4
COc1cccc(OC)c1C(=O)N1CCOCC1	-4	-12	4	-0.8	-0.3	2	-1.9	-4	-0.9	0.9	-0.2
CCOc1ccc(C(=O)Nc2ccc(N3CCN(C)CC3)cc2)cc1[N+](=O)[O-]	4	-2	3	-0.4	-0.7	-5	-0.9	0	-1.7	1.0	-0.9
CCCN(CC(=O)Nc1ccccc1OC)Cc1c(O)ccc2ccccc12	-6	-24	-1	0.9	1.2	-4	0.2	-6	0.6	1.8	0.1
CCCOc1ccc(/C(O)=C2/C(=O)C(=O)N(CCCn3ccnc3)C2c2cccnc2)cc1 (configuration not stated)	-2	6	-1	-2.2	0.4	0	-1.7	0	0.3	1.2	/
COc1ccccc1CNS(=O)(=O)c1ccc2c(c1)N(C(C)=O)CC(C)S2 (configuration not stated)	-7	-5	-4	-2.4	-0.6	-5	-1.2	2	-1.1	0.8	-0.1
COc1cccc(-c2nnc(SCC(=O)N3CCOCC3)o2)c1	-4	-4	4	5.9	0.9	7	-0.3	-5	1.2	1.6	0.1
CC1(C(=O)O)C=CC2(CCCCC2)N1C(=O)c1ccccc1 (configuration not stated)	-2	6	-2	-1.5	-0.4	5	-1.1	-5	0.3	0.0	0.6
CC1CCN(CC(O)Cn2c3ccccc3c3ccccc32)CC1 (configuration not stated)	-6	-2	-6	-0.6	-0.2	-3	-1.3	-3	-0.8	-1.6	-0.1
O=C(O)C(Cc1ccccc1)N1C(=O)C2C3CCC(C3)C2C1=O (configuration not stated)	4	-19	0	1.4	-0.1	11	-1.5	7	-1.0	0.2	0.7
NC(Cc1ccccc1)c1csc(NC(=O)Nc2ccccc2Oc2ccccc2)n1 (configuration not stated)	2	1	8	-1.9	-1.0	19	0.4	7	0.2	3.8	/
COc1ccc(C(=O)OCCCN(C)C2CN(Cc3cn(Cc4ccccc4Cl)nn3)S(=O)(=O)C2)cc1OC (configuration not stated)	-2	-5	-1	-3.2	-2.1	-1	-1.5	-6	-2.1	/	/
COc1ccc(S(=O)(=O)N2CCN(c3ccccc3OC)CC2)cc1C(=O)N1CCCCC1	0	9	8	-0.7	-0.6	4	-1.4	1	-2.1	-1.2	-1.4
COc1ccc(N2CCN(c3ncnc4c3nnn4Cc3ccccc3Cl)CC2)cc1	3	5	1	1.6	-0.4	6	-1.1	-2	-2.1	2.2	-1.4
COc1ccc(S(=O)(=O)Nc2c(C(=O)O)[nH]c3ccc(OC)cc23)c(OC)c1	-21	-10	-10	0.8	-0.3	-23	-0.4	-7	-0.1	1.1	0.5
CC(C)C(=O)NC(=S)/C=C1/N(C)c2ccccc2C1(C)C	-12	-5	-7	-2.3	0.4	-4	-1.9	-6	-0.7	2.1	-0.9
CCCCn1c(N)c(N(CCOC)C(=O)c2ccc(S(=O)(=O)N3CCC(C)CC3)cc2)c(=O)[nH]c1=O	-3	-13	-2	0.9	-0.1	10	-1.1	-8	-1.5	0.1	1.8
CN(N)C(=S)Nc1ccc(F)cc1	-6	-5	0	0.3	-0.3	5	-1.3	-3	-0.5	2.6	-0.5
CCn1cc(C(=O)N[C@@H](C)C(=O)NCCCN2CCOCC2)c(=O)c2cc3c(cc21)OCO3	-19	-39	-8	2.3	0.4	4	-0.8	-12	-1.1	0.7	1.0
C=CCNC(=O)C1CC(=O)N(c2ccc(OCC(=O)NCc3ccccc3)cc2)C1 (configuration not stated)	0	6	2	-1.9	-0.2	8	-1.4	-4	-1.0	0.8	-0.1
Cc1nn(-c2ccc(N3CCOCC3)nn2)c(C)c1CCC(=O)NCc1ccccc1F	-16	-15	-8	0.2	1.7	10	-1.3	-1	1.0	-0.4	-0.4
Cc1nsc2nc3c(F)c(F)c(F)c(F)c3cc12	-21	-55	-10	-0.7	-0.7	16	-1.6	-24	-0.8	-0.1	0.2
CC(C)C[C@H]1CNC(=O)C(=O)N1C[C@H]1CCCN1C[C@H](CC(C)C)N1C[C@H](Cc2ccccc2)N(CCc2ccccc2)C(=O)C1=O	-4	2	7	0.6	3.1	-2	-0.8	2	0.3	/	/
CC(=O)Nc1ccc(NC(=O)CSc2nnc3ccc(-c4cccnc4)nn23)cc1	-17	-6	-5	3.2	0.6	1	-0.4	0	0.0	1.1	1.1
Cc1ccc(-n2nnnc2Sc2nc([N+](=O)[O-])nn2C)c(C)c1	2	4	2	7.0	0.5	-3	-0.9	-2	-2.2	1.0	0.3
COc1ccc(CCN2C(=O)COc3ccccc3C2C(=O)Nc2c(C)cccc2C)cc1OC (configuration not stated)	-2	-1	1	-3.7	-0.5	-3	-0.4	-1	-0.7	/	/
